TWEAK Fn14 block = inhibitors of TWEAK-Fn14 signaling, primary screen, luciferase reporter cells, uHTS. inhibition, % at 10 µM. 2% of 360,000 active. TWEAK-stimulated Fn14 reporter cells, luciferase luminescence, 8 h; in the data active = inhibition above about 50%
CF NFkB inh = inhibitors of PAF-induced NF-kB signaling, primary screen, cell-based, GFP fluorescence, uHTS; inhibition, % at 5 µM; KKLEB NF-kB-GFP reporter, GFP fluorescence overnight; 0.86% of 360,000 active;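 active = at least 50% inhibition at 5 µM, scaled per plate between neutral and stimulator controls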;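 also: PAF is a Pseudomonas aeruginosa culture filtrate used as stimulus; plate controls were PAF-stimulated DMSO wells for no effect and unstimulated DMSO wells for full effect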
KKLEB tox = cytotoxicity in KKLEB CF airway cells, primary screen, cytotoxicity control for CF NF-kB inhibitor project, cell-based, uHTS, fluorescence assay plates. KKLEB CF airway cells viability, ATPlite luminescence, overnight; hits give low values; cells stimulated with P. aeruginosa culture filtrate. activity change (cytotoxicity), % at 5 µM. 0.36% of 360,000 active;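 active = corrected activity change at or below -50% at 5 µM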
Shn3 inh set2 = reduction of Shn3 3'UTR firefly luciferase signal, primary screen, Schnurri-3 inhibitor project, cell-based, Clone20 osteoblasts, set 2; Clone20 osteoblast Shn3 3'UTR firefly luciferase, 24 h; inhibition, % at 12.5 µM; 0.52% of 360,000 active; AID 588674, 2011;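 active = mean inhibition of at least 75% with every replicate also reaching 75%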;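 also: 0% = median of neutral control wells and 100% = pilot-screen positive control compound; some compounds past the cut are filed as inactive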
NR2E3 ag-1 = inhibitors of NR2E3-RetCOR corepressor binding, primary screen, NR2E3 agonist project, biochemical, TR-FRET, GST-NR2E3, biotin-RetCOR | inhibition of corepressor binding, % at 4.78 µM | AID 2300, 2010 | 1536-well | Photoreceptor-specific nuclear receptor (Homo sapiens), Q9Y5X4 | 0.12% of 320,000 active;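 active = percent inhibition above the cutoff of mean plus 3 SD of all tested compounds, set per screening campaign, cut at about 20% in these data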;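 also: 0% = DMSO wells and 100% = biotin wells as full block of FRET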
Target sequence (Q9Y5X4 whole entry, looked up): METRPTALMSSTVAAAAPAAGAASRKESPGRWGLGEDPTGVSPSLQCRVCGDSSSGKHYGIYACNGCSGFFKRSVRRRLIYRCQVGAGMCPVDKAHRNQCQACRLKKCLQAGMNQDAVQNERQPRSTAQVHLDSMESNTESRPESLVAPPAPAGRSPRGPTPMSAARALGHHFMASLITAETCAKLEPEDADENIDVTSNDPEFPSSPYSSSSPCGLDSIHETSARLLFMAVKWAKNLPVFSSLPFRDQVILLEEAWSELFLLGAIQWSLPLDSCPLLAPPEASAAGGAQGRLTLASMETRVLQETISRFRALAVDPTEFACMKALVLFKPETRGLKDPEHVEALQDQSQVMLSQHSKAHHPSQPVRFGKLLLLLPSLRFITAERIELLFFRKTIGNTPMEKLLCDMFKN
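System: GST-tagged NR2E3 plus biotinylated RetCOR corepressor; Amount: 1.35 nM GST-tagged NR2E3 final; Dosing: single nominal compound dose of 4.8 µM; Schedule: 5 h incubation at 4 °C; Technique: TR-FRET with europium anti-GST and streptavidin-D2, 340 nm excitation; Controls: biotin wells as high control, 0.6% DMSO wells as low control.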
HIF-2a block = HIF-2a reporter inhibitors, primary screen, luminescence, 786-0 RCC cells; 786-0 RCC cells HIF-2a reporter, luciferase luminescence, overnight; 0.72% of 360,000 active; inhibition, % at 18.8 µM;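 active = inhibition of the luminescence signal of 40% or more relative to plate controls, in a single-dose primary screen at 18.75 µM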
MITF TRPM1 inh = inhibitors of MITF-dependent TRPM1 promoter reporter, primary screen, cell-based, SK-MEL-5, single point, luciferase. SK-MEL-5 TRPM1 promoter luciferase, 24 h. inhibition, % at 12.5 µM. 0.83% of 330,000 active. AID 488899, 2010;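 active = mean inhibition across replicates of 60% or more, whatever share of single replicates reaches that level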; also: values of inactives mirror those of a sister screen read the other way
NR2E3 ag-2 = NR2E3 agonists in two-hybrid cells, primary screen, cell-based, luminescence, CHO-S, Gal4-NCOR/VP16-NR2E3; luciferase; inhibition of corepressor binding, % at 3.98 µM; 0.35% of 360,000 active; AID 602229, 2012;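 active = inhibition above the mean of all tested compounds plus 3 SD, cut at about 70% in these data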;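 also: 0% = DMSO with NR2E3 transfected cells and 100% = cells lacking NR2E3 construct; higher means lower luciferase signal from less NR2E3 corepressor binding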
TROY signal inh = inhibitors of TROY-driven NF-kB signaling, primary screen, Q293 LMP1-TROYcd cells, NF-kB luciferase, uHTS; Q293 LMP1-TROYcd NF-kB luciferase reporter, 4 h; inhibition, % at 10 µM; 0.98% of 360,000 active; AID 1347056, 2019;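 active = compounds whose plate-normalised and pattern-corrected inhibition of the luciferase reporter signal at the single screening dose is 50% or more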
Peg3 prom inh = Peg3 promoter-driven luciferase inhibitors, primary screen, cell-based, HeLa, luciferase luminescence. 1.7% of 360,000 active. HeLa PEG-Prom luciferase reporter, overnight. AID 588405, 2011. inhibition, % at 20 µM;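 active = inhibition of at least 50% at 20 µM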
TRAIL sens C8 = viability loss with TRAIL in NB7+C8 cells, primary screen, TRAIL sensitizer project, cell-based, ATPlite luminescence. 1% of 360,000 active. AID 624354, 2012. inhibition (viability loss, TRAIL sensitization), % at 10 µM;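 active = compounds causing at least 50% loss of cell viability in the single-dose screen, relative to plate controls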
* hit, by the source's call; nt = not tested or not shown.

SMILES	TWEAK Fn14 block	CF NFkB inh	KKLEB tox	Shn3 inh set2	NR2E3 ag-1	HIF-2a block	MITF TRPM1 inh	NR2E3 ag-2	TROY signal inh	Peg3 prom inh	TRAIL sens C8
Cc1c(NC(=O)c2cc(-c3ccc(O)cc3)on2)c(=O)n(-c2ccccc2)n1C	10	-7	-6	8	1	1	7	-20	-12	12	0
Cc1oc2c(c1C(=O)c1ccccc1)C(=O)C(=O)c1ccccc1-2	-1	88*	-23	33	17	88*	-15	-84	32	108*	97*
COc1ccc(CNC(=O)C2CSCCS2)cc1 (stereo not given)	-29	5	13	-7	-2	-40	-9	-20	-2	-48	8
O=S(=O)(NCCC1=CCCCC1)c1cccc(S(=O)(=O)N2CCOCC2)c1	-19	10	-4	15	1	14	-10	12	-1	6	1
O=C(CN1CCN(Cc2ccccc2)CC1)Nc1ccc(Cl)cc1	4	4	0	-3	4	14	-6	-22	-1	8	-14
COc1ccc(N(C(=O)c2ccncc2)S(=O)(=O)c2cccc([N+](=O)[O-])c2)cc1	25	5	3	4	3	1	-20	22	37	12	-18
COC(=O)c1ccccc1NC(=O)Nc1c(C)n(C)n(-c2ccccc2)c1=O	-1	-32	13	-17	6	18	2	9	-7	11	7
O=C(/C=C/c1ccc(Cl)c(C(F)(F)F)c1)N1CCN(c2ccccn2)CC1	6	-13	0	-8	-2	11	-2	-21	26	22	-7
C=CCn1c(SCC(=O)N2CCN(C(=O)c3ccco3)CC2)nc2sc(CC)cc2c1=O	7	-7	-5	4	0	14	11	0	5	31	0
N#CN=C1CCCCCN1CC(N)=O	7	6	0	-2	-4	-7	9	-22	6	5	-15
Nc1nc(CN2CCN(Cc3ccc4c(c3)OCO4)CC2)nc(Nc2ccccc2)n1	11	-4	-3	1	0	9	-5	2	-13	18	-5
COc1ccccc1NS(=O)(=O)c1ccc(C(=O)N2CCCCCCC2)cc1	6	9	16	50	5	5	0	24	-5	17	-4
O=C(NC(=S)NCCCN1CCOCC1)c1ccc(Br)cc1	6	0	14	-6	2	-6	-17	-9	-34	-17	-4
O=C(COc1ccc2ccccc2c1)N1CCN(C(=O)c2cccnc2)CC1	6	-3	-8	4	-1	2	13	0	-22	6	10
CCOC(=O)C1=C(C)Nc2ccc(C)cc2S1	96*	2	1	-11	-3	-32	9	-26	22	-6	-4
Cc1cc(NC(=O)CCCSc2nc(-c3ccco3)cc(C(F)(F)F)n2)n(-c2ccccc2)n1	62*	18	-2	29	3	17	0	-24	nt	10	26
COc1ccc(CNC(=O)c2ccc(N3CCC4(CC3)CC(c3ccc(Cl)cc3)=NO4)c([N+](=O)[O-])c2)cc1	14	-17	4	69	0	7	12	9	4	13	9
CN(Cc1cccnc1)C(=O)c1ccc(Cl)c(NS(=O)(=O)c2ccc(F)cc2)c1	-3	-10	6	-13	nt	15	2	9	8	-3	5
CC(C)(C)c1ccc(C(=O)N2CCC2(C)C(=O)Nc2cccc(C#N)c2)cc1 (stereo not given)	20	18	-19	36	nt	0	nt	52	30	23	5
Cc1oc(C(C)(C)C)cc1-c1cc(NC(=O)c2ccc([N+](=O)[O-])cc2)n[nH]1	-5	5	-10	8	2	20	9	-2	10	14	1

12 neighbouring entries already listed, quoted:
SMILES	TWEAK Fn14 block	CF NFkB inh	KKLEB tox	Shn3 inh set2	NR2E3 ag-1	HIF-2a block	MITF TRPM1 inh	NR2E3 ag-2	TROY signal inh	Peg3 prom inh	TRAIL sens C8
C=CCn1c(SCC(=O)N2CCN(C(=O)c3ccco3)CC2)nc2sc(CC)cc2c1=O	7	-7	-5	4	0	14	11	0	5	31	0
N#CN=C1CCCCCN1CC(N)=O	7	6	0	-2	-4	-7	9	-22	6	5	-15
Nc1nc(CN2CCN(Cc3ccc4c(c3)OCO4)CC2)nc(Nc2ccccc2)n1	11	-4	-3	1	0	9	-5	2	-13	18	-5
COc1ccccc1NS(=O)(=O)c1ccc(C(=O)N2CCCCCCC2)cc1	6	9	16	50	5	5	0	24	-5	17	-4
O=C(NC(=S)NCCCN1CCOCC1)c1ccc(Br)cc1	6	0	14	-6	2	-6	-17	-9	-34	-17	-4
O=C(COc1ccc2ccccc2c1)N1CCN(C(=O)c2cccnc2)CC1	6	-3	-8	4	-1	2	13	0	-22	6	10
CCOC(=O)C1=C(C)Nc2ccc(C)cc2S1	96*	2	1	-11	-3	-32	9	-26	22	-6	-4
Cc1cc(NC(=O)CCCSc2nc(-c3ccco3)cc(C(F)(F)F)n2)n(-c2ccccc2)n1	62*	18	-2	29	3	17	0	-24	nt	10	26
COc1ccc(CNC(=O)c2ccc(N3CCC4(CC3)CC(c3ccc(Cl)cc3)=NO4)c([N+](=O)[O-])c2)cc1	14	-17	4	69	0	7	12	9	4	13	9
CN(Cc1cccnc1)C(=O)c1ccc(Cl)c(NS(=O)(=O)c2ccc(F)cc2)c1	-3	-10	6	-13	nt	15	2	9	8	-3	5
CC(C)(C)c1ccc(C(=O)N2CCC2(C)C(=O)Nc2cccc(C#N)c2)cc1 (stereo not given)	20	18	-19	36	nt	0	nt	52	30	23	5
Cc1oc(C(C)(C)C)cc1-c1cc(NC(=O)c2ccc([N+](=O)[O-])cc2)n[nH]1	-5	5	-10	8	2	20	9	-2	10	14	1

Back to the main list, repeating the 2 entries before the break.
SMILES	TWEAK Fn14 block	CF NFkB inh	KKLEB tox	Shn3 inh set2	NR2E3 ag-1	HIF-2a block	MITF TRPM1 inh	NR2E3 ag-2	TROY signal inh	Peg3 prom inh	TRAIL sens C8
CC(C)(C)c1ccc(C(=O)N2CCC2(C)C(=O)Nc2cccc(C#N)c2)cc1 (stereo not given)	20	18	-19	36	nt	0	nt	52	30	23	5
Cc1oc(C(C)(C)C)cc1-c1cc(NC(=O)c2ccc([N+](=O)[O-])cc2)n[nH]1	-5	5	-10	8	2	20	9	-2	10	14	1
Cc1ccc(-n2c(=O)c3sccc3n(CC(=O)NC3CCCCC3)c2=O)cc1	6	-1	4	14	0	6	3	1	9	6	-13
C=CCCC(=O)N1C[C@H]2CCN(C)[C@H]2C[C@H]1c1ccccc1	-3	-22	9	-21	nt	-8	nt	1	6	-31	12
COc1ccccc1/C=N\NC(=O)c1c(C)nc2ccc(Cl)cn12	15	-2	4	9	nt	16	-4	-28	-1	15	1
CS(=O)(=O)N1CCN(c2ccc(NC(=O)C(c3ccccc3)c3ccccc3)cc2)CC1	-4	9	3	-1	3	12	2	-14	9	9	7
CN1CCN(C2CN(Cc3ccccc3)S(=O)(=O)C2)CC1 (stereo not given)	9	0	-4	-8	nt	3	nt	-11	11	12	18
CC(C)CNC(=O)c1cc(-c2ccco2)on1	-9	16	9	-55	3	-261	-25	-139	-77	-172	14
Cc1cc(C)cc(NS(=O)(=O)c2ccc3[nH]c(=O)[nH]c3c2)c1	12	-12	14	-4	-2	17	-1	-10	14	7	13
O=C1C(=O)c2ccccc2C([O-])=C1[n+]1ccccc1	-3	-4	15	12	4	11	14	19	-1	8	19
CCCCC#Cc1cncc(C(=O)N/N=C/c2cccc(OC)c2)c1	-11	-9	-4	6	-2	2	6	-2	34	11	25
CCc1noc(C)c1C(=O)Nc1nnc(C(CC)CC)s1	-11	-13	8	5	2	7	2	18	-2	-2	-3
O=C(COC(=O)c1ccccc1[N+](=O)[O-])c1ccc2c(c1)OCO2	78*	-15	19	-8	1	-15	-54	9	78*	-66	4
Cc1onc(-c2ccccc2)c1C(=O)NNC(=S)NC(=O)c1ccc(Cl)cc1Cl	-38	19	-8	13	-4	17	-2	9	-21	9	3
Cc1ccc(Cn2c(N/N=C/c3ccncc3)nc3c2c(=O)n(C)c(=O)n3C)cc1	-4	-4	13	12	-2	22	6	0	7	-7	2
Nc1ccccc1C(=O)N1CCc2ccccc21	-13	-10	4	-15	0	-170	-13	-102	-26	-103	3
Cc1cccc(NC(=S)N2CCN(S(=O)(=O)c3ccccc3)CC2)c1	-1	-39	18	28	nt	21	-4	2	-6	25	-6
Cc1cc(S(=O)(=O)Nc2c(C)ccc3nsnc23)ccc1F	1	0	-4	7	6	16	0	2	5	15	8
Cc1cc(Cl)ccc1OCC(=O)NCCOC(=O)Nc1sc(=S)n(C)c1C	-11	-6	1	-23	2	-1	-3	-21	20	-9	3
CC1=C(C(=O)OC(C)C)C(c2cccnc2)C2=C(CCCC2=O)N1 (stereo not given)	-10	10	-2	15	-7	4	3	5	4	9	1
COc1cc2sc3ccc(-c4ccc5[nH]ccc5c4)cc3c(=O)c2cc1OC	-16	-47	-3	-143	8	-295	-129	-37	-47	-229	17
CC(C)(C)c1ccc(OC(=O)c2ccc3snnc3c2)cc1	-2	-3	8	-13	3	4	-10	1	-1	-15	-8
Cc1ccc(S(=O)(=O)N2CCOCC2)cc1NC(=O)CN(C)CC(=O)Nc1cccc(F)c1	23	-2	7	16	nt	1	nt	-4	10	5	-15
C/C(=N\NC(=O)c1ccc2c(c1)OCO2)c1ccco1	39	-1	3	-34	2	-44	-4	-53	-53	-12	52*
COCCNCc1ccccc1[N+](=O)[O-]	-18	-38	-6	-3	3	6	nt	-31	-14	-1	-6
O=C(NCc1ccncc1)C1CCCCC1	18	-3	-15	-15	-1	-4	1	-11	5	-2	1
Cc1ccc2c(CC(=O)NCC(C)(C)N3CCOCC3)coc2c1	-7	7	0	6	-3	12	12	-33	-6	23	11
COc1ccc(CC(=O)OCc2nnc(C3COc4ccccc4O3)o2)cc1OC (stereo not given)	1	-5	14	22	0	-7	6	-4	-6	-5	-10
CCCn1c(Nc2ccccc2C)nc2ccccc21	-16	5	-6	-59	1	-28	5	-9	-6	-3	-8
COC1C(C)=C(C)C(=O)N1Cc1ccccc1 (stereo not given)	11	-11	8	10	0	14	10	-5	4	-3	14
CN(C)CCNc1ccc2ncn3c4ccc(O)cc4c(=O)c1c23	2	19	-14	-29	nt	49*	83*	-2	-38	101*	23
Cc1oc(-c2ccccc2)nc1C(=O)OCC(=O)NC(C)c1ccccc1 (stereo not given)	-4	-12	6	14	-2	-5	-5	-7	-14	-2	4

Only part of the results is shown; the hit share may differ from the screen's.
